Assay outcomes from PubChem.
KCNK3 block: human KCNK3 channel inhibition, primary screen; O14649; CHO-KCNK3 thallium flux, FluxOR fluorescence; active compounds read low; B-score at 10 µM; hit rate 0.84% among 340,000;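 active = B-score under library mean minus 4 SD, starting fluorescence ratio at most library mean plus 5 SD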;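 note: more negative B-score means stronger inhibition of thallium flux through KCNK3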
HDAC3 inh: inhibitors of human histone deacetylase 3 | inhibition, % at 8.3 µM | recombinant HDAC3, fluorogenic peptide/trypsin coupled, fluorescence | AID 2718 | hit rate 0.15% among 320,000; in the data active = inhibition above about 26%, passing the limit was not always enough
Target sequence (O15379 whole entry, looked up): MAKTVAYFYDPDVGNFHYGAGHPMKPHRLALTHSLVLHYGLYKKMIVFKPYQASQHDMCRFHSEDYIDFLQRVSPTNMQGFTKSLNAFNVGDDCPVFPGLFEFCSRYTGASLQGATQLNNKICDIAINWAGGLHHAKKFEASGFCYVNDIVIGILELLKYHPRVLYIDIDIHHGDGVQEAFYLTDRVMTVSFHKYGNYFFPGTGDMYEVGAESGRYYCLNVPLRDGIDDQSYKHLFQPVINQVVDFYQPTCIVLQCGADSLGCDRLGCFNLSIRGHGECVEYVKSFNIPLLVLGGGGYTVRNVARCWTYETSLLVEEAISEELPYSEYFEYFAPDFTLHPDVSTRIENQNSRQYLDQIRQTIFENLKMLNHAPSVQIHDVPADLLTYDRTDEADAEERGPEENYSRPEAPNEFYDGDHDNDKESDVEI
Dyrk1A ADPGlo: Dyrk1A (rat) kinase inhibition | Q63470 | hit rate 0.43% among 310,000 | ADP-Glo luminescence, NFATc1 peptide | inhibition, % at 12.5 µM; in the data active = inhibition above about 50%;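 note: plate controls were vehicle with enzyme for no effect and no enzyme for full effect; many of its hits are not listed in these tables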
GSK3A inh: blocks human GSK-3 alpha kinase; AID 2650; hit rate 0.1% among 320,000; ADP-Glo luminescence, 60 min; P49840; inhibition, % at 10 µM;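 in the data active = inhibition above about 50%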;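 note: GST-tagged GSK-3 alpha with peptide substrate and 25 µM ATP; 0% = DMSO neutral wells and 100% = GW8510 positive control wells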
Target sequence (P49840 whole entry, looked up): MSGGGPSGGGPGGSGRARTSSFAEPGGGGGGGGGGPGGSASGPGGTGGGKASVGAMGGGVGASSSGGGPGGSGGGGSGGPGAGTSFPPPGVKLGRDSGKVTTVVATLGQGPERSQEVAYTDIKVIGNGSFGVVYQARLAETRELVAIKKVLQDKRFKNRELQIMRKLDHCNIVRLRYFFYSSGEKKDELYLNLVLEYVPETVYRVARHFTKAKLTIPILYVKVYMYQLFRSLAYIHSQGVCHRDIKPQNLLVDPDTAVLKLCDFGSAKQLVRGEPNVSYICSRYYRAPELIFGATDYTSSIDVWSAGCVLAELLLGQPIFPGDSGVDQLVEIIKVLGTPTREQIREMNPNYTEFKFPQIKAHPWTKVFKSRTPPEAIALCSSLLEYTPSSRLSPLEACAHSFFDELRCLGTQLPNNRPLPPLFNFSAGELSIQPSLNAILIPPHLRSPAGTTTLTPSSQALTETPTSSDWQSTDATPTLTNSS
* marks the source's active call; other numbers are inactive results; i = inactive. Not all compounds are listed (hit frequency here may not be typical).

SMILES | KCNK3 block | HDAC3 inh | Dyrk1A ADPGlo | GSK3A inh
CCC(NC(=O)c1ccccc1NC(=O)C(C)(C)C)C(=O)N1CC(C)OC(C)C1 (configuration not stated) | i | 4 | 4 | -7
O=C(O)c1cc(S(=O)(=O)N2CCN(S(=O)(=O)c3ccc4ccccc4c3)CC2)ccc1Br | i | -8 | -8 | 0
O=C1Cc2cc(S(=O)(=O)NCc3ccc(F)cc3)ccc2N1 | i | 3 | 0 | -5
CCN(CCS(=O)(=O)c1ccc(Br)cc1)Cc1nc2ccccc2c(=O)[nH]1 | i | 3 | 9 | 1
N#C/C(=C\C1=C(N2CCOCC2)C(=C/c2cccc([N+](=O)[O-])c2)/CC1)C(=O)Nc1ccccc1F | i | -1 | 0 | 0
CCn1c(=O)c(C(=O)CN(C)CC(=O)Nc2cccc(F)c2)c(N)n(Cc2ccccc2)c1=O | i | 5 | 2 | -1
CC(=O)Nc1ccc(S(=O)(=O)N(C)c2ccc(OCCOc3ccccc3F)cc2)cc1 | i | 15 | 2 | 0
C[C@H](CO)N1C[C@H](C)[C@H](CN(C)Cc2ccncc2)Oc2ccc(NC(=O)Nc3ccc(C(F)(F)F)cc3)cc2CC1=O | i | -9 | 0 | -2
C[C@]12CC[C@H](O)CC1=CCC1C2CC[C@@]2(C)C1CC[C@@H]2NC(=O)CCC(=O)O (some centres not stated) | i | -2 | -2 | 3
c1ccc2c(C[C@@H]3CNCCN3CCCCC3CCCCC3)cccc2c1 | i | 17 | 6 | -1
COC(=O)c1ccc(CNC(=O)COC(=O)CCC(=O)c2ccc(F)cc2)cc1 | i | -6 | 3 | 5
CCCNC(=O)NC(=O)CSc1nnc(C)n1N | i | 3 | 0 | -3
CCCCCCCCCCCCCCCC(=O)OC/C=C(C)/C=C/C=C(C)/C=C/C1=C(C)CCCC1(C)C | i | 2 | 2 | -2
C[C@@]12CCC[C@H](O1)[C@@H]([C@H](O)c1ccccc1)O2 | i | 3 | -2 | -1
COc1ccc(S(=O)(=O)N(C)C[C@H]2Oc3ccc(NC(=O)Nc4c(C)noc4C)cc3C(=O)N([C@H](C)CO)C[C@@H]2C)cc1 | i | -13 | -3 | -2
CC(=O)c1c(C)[nH]c(C(=O)N2CCN(S(=O)(=O)c3ccc(C)cc3C)CC2)c1C | i | 6 | -1 | -1
CNc1snc(C)c1C(=O)OC(C)C(=O)Nc1ccccc1 (configuration not stated) | i | 1 | 2 | -4
COc1ccc(NC(=O)COC(=O)CCC2CCCC2)c(OC)c1 | i | 7 | 2 | -3
O=C1c2cccc3cccc(c23)C(=O)N1c1ccncc1 | i | 3 | 8 | -1
Cc1cc(C(=O)NCC(=O)OCC(=O)NCC2CCCO2)ccc1[N+](=O)[O-] (configuration not stated) | i | -3 | 3 | 0
CC1CCCN(CC(O)COc2ccc(S(=O)(=O)N3CCCC3)cc2[N+](=O)[O-])C1 (configuration not stated) | i | -6 | 3 | 1
CS(=O)(=O)Nc1ccccc1C(=O)OCC(=O)NC1CC1 | i | -5 | -3 | -4
O=C(COC(=O)C1CCN(c2ccc(C(F)(F)F)cn2)CC1)Nc1ncc(Cl)cc1Cl | i | 1 | 1 | -1
CCC(CC)NC(=O)C1CCN(c2ccc(S(=O)(=O)N3CCOCC3)cc2[N+](=O)[O-])CC1 | i | 11 | 0 | -2
COc1ccc(/[N+]([O-])=C/c2ccoc2)cc1 | i | -5 | -1 | -2
CC(=O)O[C@@]1(C)C[C@@H](O)[C@]2(O)C=CO[C@@H](O[C@@H]3O[C@H](CO)[C@@H](O)[C@H](O)[C@H]3O)[C@@H]21 | i | -3 | -3 | -1
O=C(CCc1nc2ccccc2c(=O)[nH]1)Nc1cc(C(F)(F)F)ccc1N1CCCC1 | i | 2 | 10 | -2
CCOC(=O)c1sc(N)c(C#N)c1COC(=O)C1=COCCO1 | i | -1 | 0 | 13
C=CC[C@@H](CC(=O)N[C@@H](CO)Cc1ccccc1)C(=O)N[C@H](COC(=O)[C@@H](CC=C)CC(=O)OC(C)(C)C)Cc1ccccc1 | i | -20 | -3 | -4
COC(=O)c1ccc(=O)c2nc3/c(=C/O)c(O)cc(=O)c3[nH]c12 | i | 3 | 5 | 1
O=C(CSc1ccc2ccccc2n1)NCCCN1CCCC1=O | i | 8 | -5 | -1
Cc1cccc(N2CCN(C(=O)c3cccc(S(=O)(=O)N4CCCCC4)c3)CC2)c1C | i | 2 | 1 | 0
O=C(CSc1nnc2ccccn12)NC(=O)c1ccccc1 | i | -2 | -1 | -4
O=C(COC(=O)C1CC2CCCC(C1)C2=O)Nc1ccc(F)c(Cl)c1 (configuration not stated) | i | 4 | -2 | -1
CCc1ccc(Nc2nnc(SCC(=O)NC(=O)CN3CCCC3=O)s2)cc1 | i | 5 | -1 | 1
Cc1ccc(CN2C(=O)C(=O)c3cc(C)ccc32)cc1 | i | 3 | 2 | -2
Cc1ccc(/C=C/C(=O)OCC(=O)NCCc2ccc(S(N)(=O)=O)cc2)o1 | i | 11 | -3 | 1
COc1cc2ccccc2cc1C(=O)NC1CCC(C)CC1 (configuration not stated) | i | 2 | 2 | -4
CCCN(CC(=O)Nc1cc(C)on1)CC(=O)Nc1ccccc1C | i | 4 | 3 | 0
CC(=O)C[C@@H](O)CC(=O)[C@@H]1OC(=O)CCCCCCCc2ccccc21 | i | 0 | 0 | 8
COCc1ccc(-c2ccc3c(c2)c(C#Cc2ccsc2)c(-c2cc(OC)cc(OC)c2)n3C)cc1 | i | 0 | 9 | -1
CC[N+](C)(CC)CCOC(=O)C1c2ccccc2Oc2ccccc21 | i | -11 | 5 | -3
O=C(CN1C(=O)NC2(CCc3ccccc32)C1=O)NCc1cccc(C(F)(F)F)c1 (configuration not stated) | i | 3 | -3 | 2
CC1CN(C(=O)COC(=O)Cc2c(Cl)cccc2Cl)CC(C)O1 (configuration not stated) | i | -5 | -3 | 0
C[C@@]12C(=O)Nc3ccccc3C(=O)N1[C@H]1c3cc(Br)ccc3OC[C@@H]1[C@@H]2c1ccccc1 | i | -9 | 6 | -1
CN(C)c1ccc(C(=O)OCC#CCSc2nnc(-c3cccc4ccccc34)o2)cc1 | i | -8 | 13 | -1
CCOC(=O)OC(C)OC(=O)[C@@H]1N2C(=O)[C@@H](NC(=O)[C@H](N)c3ccccc3)[C@H]2SC1(C)C (some centres not stated) | i | -1 | 0 | 1
CSc1ccc(NC(=O)CSc2nc3[nH]c(=O)cc(O)c3s2)cc1 | i | -1 | 1 | 1
Nc1c2c(nc3ccc(Br)cc13)N(c1ccccc1)CC2 | i | 2 | 0 | 8
O=C(Cc1n[nH]c(=O)c2ccccc12)N1CCN(S(=O)(=O)c2ccc(F)c(Cl)c2)CC1 | i | -3 | 0 | 0
COc1cccc(-c2c(-c3cc(OC)cc(OC)c3)n(C)c3ccc(Br)cc23)c1 | i | 16 | 7 | -1
Cc1cccc(OCCC(=O)OCc2csc(CC(=O)Nc3ccccc3C)n2)c1 | i | 7 | -4 | -2
O=C(Nc1cccc(S(=O)(=O)Nc2ccc(Cl)cc2)c1)c1ccccn1 | i | 5 | 6 | -2
c1ccc(CCC2Cc3ccccc3N2)cc1 (configuration not stated) | i | -1 | 10 | -3
O=C(O)c1cc(-c2ccccc2)nc(-c2ccccc2)c1 | i | -1 | 39 | 4
CCOC(=O)Cn1c(=O)oc2cc(S(=O)(=O)Nc3cc(OCC)ccc3OCC)ccc21 | i | 5 | 1 | -1
COc1cc(NC(=O)COC(=O)CO/N=C(\C)c2ccc3c(c2)OCO3)cc(OC)c1 | i | -3 | 2 | 0
O=C(NCc1ccccc1)c1cc(-n2cnnc2)ccc1Cl | i | -1 | 3 | -3
C[C@H](CO)N1C[C@H](C)[C@@H](CN(C)C(=O)NC2CCCCC2)Oc2ccc(NS(=O)(=O)c3ccc(F)cc3)cc2C1=O | i | -1 | 5 | -4
O=[N+]([O-])c1cccc(S(=O)(=O)Nc2ccc3cn[nH]c3c2)c1 | i | 1 | 8 | 4

(continued)
SMILES | KCNK3 block | HDAC3 inh | Dyrk1A ADPGlo | GSK3A inh
Cc1c(C(C)CCCO)oc(=O)c2c1Oc1c(C)c(C(C)C[C@H](C)O)oc(=O)c1C2 (some centres not stated) | i | -4 | 7 | -4
O=C(Cn1cnc2c(cnn2-c2ccc(F)cc2)c1=O)NCC1CCCO1 (configuration not stated) | i | 5 | -17 | -2
O=C1N[C@@H](c2ccccc2)COC(=O)[C@H](Cc2ccc(F)cc2)CC/C=C/C[C@H]1CC(=O)N(CCO)Cc1ccccc1 | i | 8 | -4 | -1
CCOc1ccc(CN(C)C(=O)CCNC(=O)c2ccco2)cc1 | i | -1 | -1 | -1
O=C(COc1ccccc1F)Nc1ccccc1C(=O)NC1CC1 | i | 6 | 1 | -4
COc1ccc([C@@H]2CC=C(C(=O)O)[C@H](c3cccc(Cl)c3)N2S(=O)(=O)c2ccc(C)cc2)cc1OC | i | -10 | 1 | -3
N#C/C(=C/c1ccc(-c2ccccc2)o1)c1nc(-c2cccs2)cs1 | i | -2 | -1 | 0
COc1cc2c(c(OC)c1)C(c1ccncc1)CC(=O)N2 (configuration not stated) | i | -2 | 4 | 1
COc1cc([N+](=O)[O-])ccc1NC(=O)C1CCCN(S(C)(=O)=O)C1 (configuration not stated) | i | 1 | -1 | -2
O=C(CSc1ncccn1)NC(=O)Cc1ccccc1 | i | 4 | -4 | -1
CC(=O)c1c(C)[nH]c(C(=O)COC(=O)c2cccs2)c1C | i | -10 | 12 | 4
CCN(Cc1ccc(N(C)C)cc1)C(C)C(=O)Nc1ccc(S(=O)(=O)N2CCCC2)cc1 (configuration not stated) | i | 5 | -1 | -2
COc1ccc(OCC(=O)NCCCNC(=O)COc2ccc(OC)cc2)cc1 | i | -1 | -6 | 1
O=C1CCCN1C(=O)CSc1nnnn1-c1ccccc1 | i | -3 | 1 | 5
CCN(CC(=O)Nc1ccc(NC(C)=O)cc1)C(=O)c1cc2c(s1)CCCCC2 | i | -1 | -1 | -3
OCC[C@H]1C[C@@H](O)[C@H](O)[C@@]2(OCCc3ccccc32)O1 | i | -9 | 3 | 0
Cc1ccc(-c2cc(C(F)F)n3ncc(C(=O)NCc4ccco4)c3n2)cc1 | i | 5 | 1 | 14
CCCNC(=O)C(Cc1ccc(F)cc1)NC(=O)c1ccc(C#N)cc1 (configuration not stated) | i | -4 | 0 | 0
COc1ccc(C2=CC(=O)C[C@H](c3ccc(Cl)cc3)C2)cc1 | i | 10 | 0 | 2
Cc1cc(=O)[nH]c(SCC(=O)NC2CCCCCC2)n1 | i | 4 | 2 | -2
COc1ccc(CCC(=O)Nc2cc(S(=O)(=O)N3CCCCC3)ccc2N(C)C)cc1 | i | 0 | 2 | 16
CC(=O)N1CCN(C(=O)c2cc(C)oc2C)CC1 | i | -11 | -1 | -1
C[C@H](O)Cc1cc2ccccc2c(=O)o1 | i | -4 | 0 | 0
CC(=O)c1cc2c(cc1NC(=O)CCc1c(C)nc3ncnn3c1C)OCO2 | i | -2 | -1 | 2
CCN(CC)S(=O)(=O)c1ccc(N2CCOCC2)c(NC(=O)C(C)Oc2ccc(F)cc2)c1 (configuration not stated) | i | 7 | 4 | 1
O=C(Nc1cccc(S(=O)(=O)N2CCCC2)c1)c1cc(=O)[nH]c2ccccc12 | i | 4 | 2 | 0
CC(C)(C)OC(=O)C[C@H]1C/C=C\C[C@@H](CC(=O)N[C@@H](CO)Cc2ccccc2)C(=O)N2CCC[C@@H]2COC1=O | i | 4 | 7 | -5
Cc1nnc(SC(C)C(=O)NCC2CCCO2)s1 (configuration not stated) | i | -2 | -5 | -10
CCc1ccc(-c2csc(NC(=O)C3=COCCO3)n2)cc1 | i | 2 | 0 | 1
Cc1ccc(OCCCC(=O)ON=C(N)c2ccccc2C)cc1 | i | 1 | 4 | -3
O=C(c1cccs1)N1CCN(S(=O)(=O)N2CCCCC2)CC1 | i | -4 | -2 | 2
